MazF activator: activators of E. coli MazEF toxin-antitoxin RNase, primary screen, biochemical, fluorescence, uHTS; Endoribonuclease toxin MazF (Escherichia coli (strain K12)), P0AE70; FAM/BHQ RNA-DNA oligo cleavage fluorescence, 5 h; activation, % at 20 µM; actives 0.32% (n = 350,000); in the data active = activation above about 50%
BioA inh: M. tuberculosis BioA enzyme inhibitors, primary screen, biochemical, plate reader, single point, HTS | actives 0.096% (n = 360,000) | inhibition, % at 9.99 µM | purified M. tuberculosis BioA enzyme | AID 602481, 2012; in the data active = inhibition above about 40%; inconclusive = no clear call, values can overlap the other calls
DUSP3 inh: VHR1 phosphatase inhibitors, primary screen, biochemical, absorbance, uHTS | actives 0.52% (n = 290,000) | recombinant VHR phosphatase, pNPP absorbance | AID 1654, 2009 | Dual specificity protein phosphatase 3 (Homo sapiens), P51452 | inhibition, % at 13.3 µM; in the data active = inhibition above about 50%; also: some compounds called inactive have numbers as strong as hits
Target sequence (P51452 whole entry, looked up): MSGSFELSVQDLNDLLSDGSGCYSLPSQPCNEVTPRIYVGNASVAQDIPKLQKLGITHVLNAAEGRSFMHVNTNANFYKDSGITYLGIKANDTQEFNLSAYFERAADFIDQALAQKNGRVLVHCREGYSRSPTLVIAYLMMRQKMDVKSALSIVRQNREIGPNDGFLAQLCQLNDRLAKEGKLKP
FBA Mtb inh: Mtb FBA enzyme inhibitors, primary screen, biochemical, fluorescence, strain H37Rv. purified M. tuberculosis FBA, fluorescence read-out. Fructose-bisphosphate aldolase (Mycobacterium tuberculosis (strain ATCC 25618 / H37Rv)), …. inhibition, % at 1 µM. actives 2.3% (n = 360,000); in the data active = inhibition above about 27%;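 also: 0% = vehicle and 100% = reference inhibitor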
Rv3671c protease: Rv3671c serine protease inhibitors, primary screen, biochemical, fluorescence polarization, M. tuberculosis H37Rv; P9WHR9; inhibition, % at 5.96 µM; actives 0.048% (n = 320,000); in the data active = inhibition above about 38%;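 also: extracellular domain of Rv3671c used as enzyme; 0% = enzyme with DMSO and 100% = no enzyme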
Target sequence (P9WHR9 whole entry, looked up, the tested form may be a part): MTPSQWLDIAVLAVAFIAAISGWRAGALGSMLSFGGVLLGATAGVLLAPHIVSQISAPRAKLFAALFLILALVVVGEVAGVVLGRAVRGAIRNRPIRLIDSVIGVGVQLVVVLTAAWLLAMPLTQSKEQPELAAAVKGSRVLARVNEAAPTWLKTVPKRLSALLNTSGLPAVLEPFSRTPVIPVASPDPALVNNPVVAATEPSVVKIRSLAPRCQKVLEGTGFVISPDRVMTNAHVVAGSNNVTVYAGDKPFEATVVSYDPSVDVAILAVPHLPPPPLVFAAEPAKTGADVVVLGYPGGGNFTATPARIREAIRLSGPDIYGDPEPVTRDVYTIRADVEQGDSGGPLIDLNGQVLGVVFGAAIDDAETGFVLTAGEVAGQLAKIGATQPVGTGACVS
UGM FP inh: M. tuberculosis UGM enzyme inhibitors, primary screen, biochemical, fluorescence polarization, single point | inhibition, % at 10 µM | UDP-galactopyranose mutase (Mycobacterium tuberculosis (strain ATCC 25618 / H37Rv)), … | purified UGM, fluorescence polarization probe displacement | actives 0.06% (n = 320,000); in the data active = inhibition above about 10%, passing the limit was not always enough; inconclusive = no clear call, values can overlap the other calls
Target sequence (P9WIQ1 whole entry, looked up): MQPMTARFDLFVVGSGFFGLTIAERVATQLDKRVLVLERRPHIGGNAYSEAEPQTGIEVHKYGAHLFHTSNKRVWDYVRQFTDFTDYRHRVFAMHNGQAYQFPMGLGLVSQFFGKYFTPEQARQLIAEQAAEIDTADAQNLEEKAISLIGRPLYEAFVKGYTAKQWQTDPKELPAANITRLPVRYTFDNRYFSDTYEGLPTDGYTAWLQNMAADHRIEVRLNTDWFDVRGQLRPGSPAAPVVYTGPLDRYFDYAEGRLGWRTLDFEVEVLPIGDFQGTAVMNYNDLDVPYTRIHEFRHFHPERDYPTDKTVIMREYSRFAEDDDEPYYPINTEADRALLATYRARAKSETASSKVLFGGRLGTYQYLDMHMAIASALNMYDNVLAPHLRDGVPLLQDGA
BoNT F protease: BoNT/F light chain protease inhibitors, primary screen, biochemical, flow cytometry, MLPCN library. Multiplex microsphere protease cleavage assay. Botulinum neurotoxin type F light chain protease (Clostridium botulinum). inhibition, % at 10 µM. actives 0.22% (n = 360,000). AID 588497, 2011; in the data active = inhibition above about 35%, passing the limit was not always enough; inconclusive = no clear call, values can overlap the other calls; also: plate controls were buffer without enzyme for full effect and enzyme alone for no effect
FadD28 binding: inhibitors of FadD28 bisubstrate probe binding, primary screen, biochemical, fluorescence polarization, single point; AID 588549, 2011; inhibition, % at 12.5 µM; Mycobacterium tuberculosis FadD28 fatty-acid-AMP ligase; actives 0.22% (n = 360,000); in the data active = inhibition above about 8.5%, passing the limit was not always enough; inconclusive = no clear call, values can overlap the other calls
GDH-TPI counter: GDH-TPI coupling enzyme inhibitors, primary screen, artefact control for M. tuberculosis FBA inhibitor project, biochemical, absorbance, full deck; GDH-TPI coupled enzyme counterscreen, NADH absorbance; inhibition, % at 4.8 µM; actives 1.2% (n = 360,000); AID 588335, 2011;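 also: 0% = DMSO wells and 100% = wells lacking the enzyme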
CCHFV vOTU inh: CCHFV vOTU protease inhibitors, primary screen, biochemical, Pep-AMC substrate, fluorescence | actives 0.55% (n = 370,000) | Crimean-Congo hemorrhagic fever virus L polyprotein viral ovarian tumor (vOTU) protease … | inhibition, % at 11.5 µM; also: 0% = vehicle wells with enzyme and 100% = no enzyme wells
Active calls of the source: *; ? = inconclusive; nt = no result given. Rule as the data show it, unless noted: active = inhibition above about 30%; inactive = the rest.

SMILES	MazF activator	BioA inh	DUSP3 inh	FBA Mtb inh	Rv3671c protease	UGM FP inh	BoNT F protease	FadD28 binding	GDH-TPI counter	CCHFV vOTU inh
CCOc1ccccc1NC(=O)C(OC(=O)c1cc(C)oc1C)c1ccccc1 (stereo not given)	-14.5	nt	-0.8	-0.6	-12.8	-1.9	-7.6	-1.8	5.2	24.8
CCn1cc(C(=O)NCc2ccc3c(c2)OCO3)c(=O)c2cc(S(=O)(=O)N(C)C)ccc21	5.8	3.2	37.2	1.1	-15.4	2.2	3.4	-1.4	8.3	5.8
CC(C)c1ccc(C2C3=C(COC3=O)Nc3cc4c(cc32)OCO4)cc1 (stereo not given)	12.5	0.2	13.4	25.1	-1.5	1.9	1.8	0.4	11.4	-7.4
O=C(NCC(c1ccco1)N1CCCC1)c1cc(S(=O)(=O)N2CCCCC2)ccc1Cl (stereo not given)	1.4	-3.5	nt	1.5	4.2	-0.3	5.0	-0.1	0.3	19.7
CCOC(=O)C(C)Oc1ccc(NC(=O)C(Cl)(Cl)Cl)cc1 (stereo not given)	-2.5	nt	-7.8	-0.4	0.5	1.9	-7.3	-0.7	-2.9	-6.0
COc1ccc(CCNC(=O)C2CCN(S(=O)(=O)N3CCCCCC3)CC2)cc1OC	3.7	0.2	0.0	1.4	-6.9	1.4	4.4	0.1	4.9	-14.5
CCOC(=O)c1c(C)nc2c(c1-c1ccccc1)C(=O)c1ccccc1-2	-11.2	0.9	32.1	-0.1	7.4	1.9	-1.8	-1.1	-1.5	6.6
O=C(CCc1ccc(S(=O)(=O)N2CCOCC2)cc1)Nc1ccc2c(c1)OCCO2	2.2	-0.6	29.4	-1.8	4.2	-1.5	-7.5	-1.6	12.8	-7.0
CC(C)(OC1OC(CO)C(O)C(O)C1O)[C@H]1Oc2ccc3ccc(=O)oc3c2[C@H]1O (stereo not given in full)	2.3	-0.3	12.4	117.3*	3.4	-1.5	-1.4	-1.0	28.1	-31.8
CCOC(=O)C1CCN(C(=O)COC(=O)c2cccc(NS(=O)(=O)c3ccccc3)c2)CC1	1.1	-0.8	nt	1.4	nt	nt	-5.1	-4.8	-2.1	-1.1
CCCCC[C@@H](/C=C/C1C(=O)C=C[C@H]1C/C=C\CCCC(=O)O)OC(C)=O (stereo not given in full)	1.2	0.2	nt	-1.1	nt	nt	-5.6	-1.2	6.2	11.3
O=C(Cc1ccc(F)cc1)N1CCC(CC2CC(c3ccc(Cl)cc3)=NO2)(C(=O)NCC2CCCCC2)CC1 (stereo not given)	3.2	2.1	20.5	0.1	-23.5	-2.4	-5.2	?	-5.2	2.5
O=C(CSc1nnc(-c2ccccc2)o1)Nc1ccccc1F	-16.6	0.0	-25.5	-2.2	0.9	-2.2	-5.9	-3.3	4.0	-5.3
COc1cc(C2C(C(=O)c3sc(C)nc3C)=C(O)C(=O)N2CCN(C)C)cc(OC)c1OC (stereo not given)	0.4	-2.3	20.0	3.6	nt	nt	20.2	-4.7	1.3	28.2
CC1(C)CC(=O)C=C(c2n[nH]nc2-c2ccccc2)C1	7.6	nt	nt	-0.3	nt	nt	-1.3	-2.4	27.0	12.8

Structural class, those above with fluorine
SMILES	MazF activator	BioA inh	DUSP3 inh	FBA Mtb inh	Rv3671c protease	UGM FP inh	BoNT F protease	FadD28 binding	GDH-TPI counter	CCHFV vOTU inh
O=C(Cc1ccc(F)cc1)N1CCC(CC2CC(c3ccc(Cl)cc3)=NO2)(C(=O)NCC2CCCCC2)CC1 (stereo not given)	3.2	2.1	20.5	0.1	-23.5	-2.4	-5.2	?	-5.2	2.5
O=C(CSc1nnc(-c2ccccc2)o1)Nc1ccccc1F	-16.6	0.0	-25.5	-2.2	0.9	-2.2	-5.9	-3.3	4.0	-5.3

Next section.
SMILES	MazF activator	BioA inh	DUSP3 inh	FBA Mtb inh	Rv3671c protease	UGM FP inh	BoNT F protease	FadD28 binding	GDH-TPI counter	CCHFV vOTU inh
Cc1cnc(CNC(=O)c2csc(COCCO)n2)cn1	nt	-2.2	nt	-3.6	nt	nt	-6.9	-3.7	-1.8	3.8
Cc1sc2nc(CN3CCOCC3)nc(NS(=O)(=O)c3ccc4c(c3)OCCO4)c2c1C	-5.7	-0.7	10.0	-3.9	7.3	0.0	-11.8	-0.1	0.5	-11.3
COc1ccc2[nH]cc(CCNS(=O)(=O)c3ccc(NC(C)=O)cc3)c2c1	-22.9	5.3	-10.7	-0.9	-1.1	-1.9	-8.9	-3.4	-4.4	-12.7
Cc1ccccc1N(CC(=O)NC1CCCC1)C(=O)c1oc(C(C)(C)C)cc1C	-13.9	-1.3	-11.5	-0.7	-4.0	1.1	-1.8	1.5	13.3	nt
CCN1CCN(C(=O)/C=C/c2ccccc2[N+](=O)[O-])CC1	4.3	nt	5.1	0.1	1.0	2.2	-0.5	-0.2	-2.7	16.1
O=P1(Oc2ccccc2)CC=C[C@H](COCc2ccccc2)O1 (stereo not given in full)	4.2	-46.0	10.4	-2.3	-2.5	2.1	-5.3	-2.2	-1.4	-9.0
Cc1ccc(OCCCC(=O)Nc2ccccc2C(F)(F)F)cc1	5.4	-1.4	-0.2	1.1	-9.8	3.7	-30.9	0.1	-4.5	9.3
O=C(CCN=C1NS(=O)(=O)c2ccccc21)OCC(=O)c1ccccc1Cl	0.4	nt	nt	2.0	-4.1	-1.7	5.6	-2.6	3.6	6.7
Cc1cc(C)cc(NC(=O)CSc2nc(N)c(NC(=O)c3ccc(Br)o3)c(=O)[nH]2)c1	-0.9	1.4	-5.6	2.0	-7.6	1.3	17.7	-1.4	15.8	-2.4
Cc1ccc(NC(=O)c2cnn(C)c2)cc1[N+](=O)[O-]	1.1	nt	-2.2	5.9	0.1	3.1	3.5	1.0	7.2	0.6
CCCC(=O)O[C@H]1C[C@@H](C)N(C(=O)c2ccccc2)c2ccc(C)cc21	3.1	nt	9.6	0.4	2.6	-0.9	-6.1	-1.1	6.8	12.9
CC1(C(=O)Nc2ccc3c(c2)OCO3)CCN1C(=O)Cc1ccc(-c2ccccc2)cc1 (stereo not given)	nt	-2.5	nt	-0.4	nt	nt	-0.4	-8.2	0.4	3.1
O=C(Nc1nc2n(n1)C(c1ccc(F)cc1)CC(c1ccccc1)N2)c1ccco1 (stereo not given)	0.0	nt	-7.9	-3.1	7.5	2.4	-1.3	-3.6	11.6	3.4
CCc1ccc(C2CC(=O)N(c3ccc(F)cc3)C3=C2C(=O)OC3)cc1 (stereo not given)	0.8	nt	3.3	-5.1	-0.4	0.4	1.4	-1.4	1.3	-6.2
CC(CCc1ccco1)NC(=O)CCc1nnc2ccc(NCc3ccccc3Cl)nn12 (stereo not given)	-75.6	-0.1	30.9	1.0	-33.1	-0.9	-2.4	-5.5	-3.9	-0.9

Another view of 3 compounds above:
compound: COc1ccc2[nH]cc(CCNS(=O)(=O)c3ccc(NC(C)=O)cc3)c2c1
  MazF activator = -22.9 | BioA inh = 5.3 | DUSP3 inh = -10.7 | FBA Mtb inh = -0.9 | Rv3671c protease = -1.1 | UGM FP inh = -1.9 | BoNT F protease = -8.9 | FadD28 binding = -3.4 | GDH-TPI counter = -4.4 | CCHFV vOTU inh = -12.7

compound: Cc1ccccc1N(CC(=O)NC1CCCC1)C(=O)c1oc(C(C)(C)C)cc1C
  MazF activator = -13.9 | BioA inh = -1.3 | DUSP3 inh = -11.5 | FBA Mtb inh = -0.7 | Rv3671c protease = -4.0 | UGM FP inh = 1.1 | BoNT F protease = -1.8 | FadD28 binding = 1.5 | GDH-TPI counter = 13.3 | CCHFV vOTU inh = nt

compound: CCN1CCN(C(=O)/C=C/c2ccccc2[N+](=O)[O-])CC1
  MazF activator = 4.3 | BioA inh = nt | DUSP3 inh = 5.1 | FBA Mtb inh = 0.1 | Rv3671c protease = 1.0 | UGM FP inh = 2.2 | BoNT F protease = -0.5 | FadD28 binding = -0.2 | GDH-TPI counter = -2.7 | CCHFV vOTU inh = 16.1

Other records.
SMILES	MazF activator	BioA inh	DUSP3 inh	FBA Mtb inh	Rv3671c protease	UGM FP inh	BoNT F protease	FadD28 binding	GDH-TPI counter	CCHFV vOTU inh
CC1CCC2(CC1)NC(=O)N(NC(=O)C1CCN(C(=O)c3ccc(Cl)cc3)CC1)C2=O (stereo not given)	1.1	-1.0	nt	-1.8	nt	nt	-6.4	0.8	-1.4	0.3
COC(=O)Cn1c(=N)n(CCN2CCCCC2)c2ccccc21	4.2	0.5	44.8	1.0	8.1	-2.9	0.7	-0.9	-1.5	6.7
C/C=C1\NC(=O)[C@H](C)NC(=O)[C@@H](NC(=O)[C@@H](Cc2ccc(O)cc2)NC(=O)[C@@H](NC(=O)/C(C)=C/C)C(C)C)[C@@H](C)OC(=O)[C@H](CCCCc2ccc(O)cc2)NC(=O)[C@@H](CCC(=O)O)NC1=O	5.7	-0.4	nt	-1.1	5.3	nt	-0.2	-4.4	12.3	-0.2
O=C(Nc1ccn(CC(=O)N2CCN(c3ccccn3)CC2)c(=O)n1)OCc1ccccc1	10.3	0.1	nt	4.5	5.6	0.9	7.3	0.0	4.0	-1.6
O=C(CCOc1ccccc1)Nc1ccc(S(=O)(=O)N2CCCC2)cc1	2.8	0.3	27.4	4.3	-3.1	3.2	-11.0	-0.5	7.1	-1.1
Nc1nc(NCC(=O)O)nc(NCc2ccccc2)c1[N+](=O)[O-]	10.4	-0.3	5.9	-3.6	-9.2	-0.1	13.5	-1.0	16.4	5.5
O=S(=O)(Nc1ccc(-c2ccc3nncn3n2)cc1)c1cccs1	4.3	nt	nt	-1.6	2.9	-2.0	-0.5	-2.6	7.9	5.4
COCC1CCN(C(=O)c2cc(COc3cc(C)c(Cl)c(C)c3)on2)C1 (stereo not given)	2.1	-0.1	-17.2	1.0	1.9	-0.3	3.6	-3.6	-2.6	13.8
CCOc1ccc(NC(=O)/C(=C\c2ccc(OC(C)=O)c(OC)c2)NC(C)=O)cc1	2.8	nt	20.4	2.9	-9.5	0.4	-3.9	0.9	13.6	1.5
NS(=O)(=O)c1ccc(CCNS(=O)(=O)c2cccc3cccnc23)cc1	6.4	0.1	23.6	1.2	-5.8	-3.1	-24.8	-7.7	-2.0	-2.9
Cc1ccc(C(CC(=O)O)NC(=O)c2ccc(S(=O)(=O)N3CC(C)OC(C)C3)cc2)cc1 (stereo not given)	-9.1	-3.8	nt	1.7	-8.2	-1.2	1.4	-0.6	9.8	0.8
O=C(O)c1ccc(NC2=Nc3cccc4cccc2c34)cc1	-7.3	0.8	20.5	0.7	nt	nt	-5.6	1.6	8.6	-8.0
COc1ccc(CCn2c(-c3ccco3)nc3nc4ccccc4nc32)cc1	-1.1	-3.8	20.7	2.6	-1.1	2.8	19.8	-0.4	20.9	8.2
C=CCn1c(NCc2ccc(N(C)C)cc2)nc2ccccc21	0.9	1.9	14.4	2.0	0.7	-1.2	1.5	-1.2	7.4	10.2
O=C(CCSc1ccccc1)Nc1ccccc1C(=O)N1CCCC1	-1.2	-1.7	4.6	-0.5	-0.1	-1.7	17.7	-1.9	5.9	7.1
